# Bioassay records as filed in PubChem.
# ELG1 genotox: inducers of genotoxicity in HEK293T ELG1-luciferase cells. Potency, µM (series often up to 46 µM), without a hit: top-dose activity change, positive = activation, hits mostly activators. HEK293T ELG1-luciferase reporter, luminescence, 16 h. AID 504466. actives 1.3% (n = 330,000); further: % of control where 0% means no effect; nearly all actives have a fitted effect of over 60% in size
#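 DMSO vehicle served as control against compound-treated ELG1-luciferase HEK293T cells; exposure lasted 16 hr at 37 °C and 5% CO2, followed by ONE-Glo luminescence detection after 30 min.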
# p53 reactivation: restores transcriptional activity of mutant p53; H1299 p53-A138V BP100-luciferase reporter, luminescence, 24 h; Potency, µM (highest dose often 92.2 µM), inactives show at the top dose activity change, positive = activation, actives largely listed as activators; actives 0.063% (n = 320,000); further: % of control where 0% means no effect; nearly all actives have a fitted effect of over 45% in size
#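 H1299 (p53-null), stable ts p53-A138V + BP100-Luc; 1000 cells/well, Opti-MEM/10% FBS; cpd 4 pt, 1:5; 24 h, 37 deg C, 5% CO2; detection reagent 10 min RT; luminescence.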
# Rab9 promoter act: Rab9 promoter activation; Huh7 Rab9 promoter-luciferase reporter, luminescence, 24 h; Potency, µM (top dose mostly 9.22 µM), without a hit: at the highest dose activation, negative = inhibition, usual class: activators; actives 2.8% (n = 320,000); further: % of control where 0% means no effect; nearly all actives have a fitted effect of over 60% in size
#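 Huh7 reporter line, Rab9 promoter upstream of luciferase. Compound exposure 24 h at 37 °C in reduced-serum medium with 10% FBS. Read-out: luminescence.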
# MBNL1-CUG inh: inhibitors of human MBNL1 binding to CUG repeat RNA. Q9NR56. TR-FRET MBNL1-His/biotin-(CUG)12 binding, 665/545 ratio. Potency, µM (highest dose often 57.5 µM), inactives show at the highest dose activity change, negative = inhibition, actives largely listed as inhibitors. actives 0.036% (n = 280,000). AID 2675; active means well fitted inhibition curve with a large enough effect in the signal ratio, with a control signal flat, not every such curve was filed as active; inconclusive means small, poorly fitted or top-dose-only effect, or effect the other way, or a change in a side signal; inactive means no such curve, though single readings can be large or run the other way; the % refers to the signal ratio; further: on the % scale 0 is the no-effect control and ±100 the full control effect
#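 TR-FRET readout: Ex 340 nm, 665/545 nm emission ratio, normalized to buffer-only (basal) and MBNL1-(CUG)12 controls. Complex of MBNL1-His with Biotin-(CUG)12, compounds 92 nM–58 uM, incubated 60 min at room temperature.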
# NPC1 promoter act: NPC1 promoter activation | actives 2.4% (n = 320,000) | Huh7 NPC1 promoter luciferase reporter, 24 h | Potency, µM (series often up to 9.22 µM), inactives show at the top dose activation, actives largely listed as activators;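 further: % of control where 0% means no effect; nearly all actives have a fitted effect of over 60% in size; reporter is driven by a mutant NPC1 promoter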
#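 Stably transfected Huh7 (NPC1 promoter→luciferase), 1500 cells/well in Opti-MEM + 10% FBS, 2 h settle, then compound 24 h at 37 °C. Luminescence after 10 min with Amplite reagent.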
# Gal4-VP16 FLuc: counter-screen for ROR gamma inhibitors: Gal4-VP16 reporter; Drosophila S2 Gal4-VP16 UAS-luciferase, luminescence, 20 h; AID 2546; Potency, µM (highest dose often 53.6 µM), without a hit: at the top dose activity, negative = inhibition, hits mostly inhibitors; actives 3.5% (n = 310,000);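 further: Gal4-VP16 expression switched on by copper sulfate through the metallothionein promoter; on the % scale 0 is the no-effect control and ±100 the full control effect; nearly all actives have a fitted effect of over 50% in size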
# BRCA1 expr act: increases BRCA1 expression; MCF7-BRCA1-FFLuc reporter, luminescence, 48 h; response scale: scaled: vehicle 0%, 10 µM genistein 100%; Potency, µM (highest dose often 46.1 µM), inactives show at the top dose activation, actives largely listed as activators; actives 1.1% (n = 380,000); AID 624202; further: nearly all actives have a fitted effect of over 80% in size; some results filed as inactive show a strong effect at the top dose
#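 MCF7 cells carrying a BRCA1-firefly luciferase reporter (2000 cells/well, phenol-red free MEM) were attached for 2 h at 37 °C, then given compounds for 48 h. Luminescence was read 15 min after luciferase reagent; activity normalized to genistein (10 microM) and DMSO.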
# uPA surface inh: cell surface uPA generation inhibition | cell surface uPA generation assay, qHTS | Potency, µM (doses to about 38.3 µM), for inactives: at the top dose activity change, negative = inhibition, actives largely listed as inhibitors | actives 0.31% (n = 330,000); active means well fitted inhibition curve with a large enough effect; inconclusive means small, poorly fitted or top-dose-only effect; inactive means no such curve, though single readings can be large or run the other way; tested in mouse RAW 264.7 cells; further: on the % scale 0 is the no-effect control and ±100 the full control effect; nearly all actives have a fitted effect of over 55% in size
# CXXC DNA block: inhibitors of human MLL CXXC domain-DNA interaction; actives 0.037% (n = 290,000); Potency, µM (top dose mostly 115 µM), for inactives: at the highest dose activity change, negative = inhibition, most hits filed as inhibitors; Q03164; MLL-CXXC / FITC-HOXA9 DNA fluorescence polarization; AID 2662; active means well fitted inhibition curve with a large enough effect in the polarisation, with a control signal flat, not every such curve was filed as active; inconclusive means small, poorly fitted or top-dose-only effect, or effect the other way, or a change in a side signal; inactive means no such curve, though single readings can be large or run the other way; the % refers to the polarisation
#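 Purified MLL-CXXC (added from a 7 uM solution) was preincubated 5 min at ambient with pinned compounds in 50 mM Tris-HCl pH 7.5, 50 mM NaCl, 1 mM DTT, 0.05% BSA. Fluorescein-labeled HOX-A9 DNA (50 nM solution) followed, 30 min, then polarization read.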
# RORg inh: inhibitors of mouse ROR gamma transcriptional activity | AID 2551 | Drosophila S2 Gal4-RORgamma UAS-luciferase reporter, 20 h | actives 5.4% (n = 310,000) | Potency, µM (titrated, usually from 53.6 µM), for the others: at the highest dose activity change, negative = inhibition, most hits filed as inhibitors | P51450; further: on the % scale 0 is the no-effect control and ±100 the full control effect; nearly all actives have a fitted effect of over 60% in size
# Target sequence (P51450 whole entry, looked up, the tested form may be a part): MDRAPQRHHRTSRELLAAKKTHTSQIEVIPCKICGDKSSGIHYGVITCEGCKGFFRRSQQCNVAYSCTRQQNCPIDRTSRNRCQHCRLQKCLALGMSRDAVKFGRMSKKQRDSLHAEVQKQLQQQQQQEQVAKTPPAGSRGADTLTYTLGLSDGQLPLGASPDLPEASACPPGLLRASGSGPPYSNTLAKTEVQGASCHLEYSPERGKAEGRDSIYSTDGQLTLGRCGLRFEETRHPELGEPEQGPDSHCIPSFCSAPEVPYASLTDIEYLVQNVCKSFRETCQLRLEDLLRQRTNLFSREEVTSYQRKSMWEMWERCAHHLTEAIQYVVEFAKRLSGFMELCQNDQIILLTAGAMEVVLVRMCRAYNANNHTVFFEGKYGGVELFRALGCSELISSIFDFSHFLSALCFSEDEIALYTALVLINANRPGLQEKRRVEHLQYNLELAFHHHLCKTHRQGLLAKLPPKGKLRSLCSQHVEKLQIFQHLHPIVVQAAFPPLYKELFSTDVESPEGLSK
#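 In this cell-based reporter format, copper sulfate (700 uM final) drives Gal4–ROR gamma fusion expression from a metallothionein promoter in Drosophila Schneider cells; compounds preincubated 1 hr, reporter read after 20 hr at ambient temperature.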
# FLuc counter: counter-screen for miR-21 project: firefly luciferase inhibitors or activators; actives 6.9% (n = 360,000); P08659; purified FLuc, Km substrates, luminescence inhibition; Potency, µM (doses to about 57.5 µM), for the others: top-dose activity change, negative = inhibition, most hits filed as inhibitors;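 further: plate controls were vehicle for no effect and reference inhibitor for full effect; nearly all actives have a fitted effect of over 55% in size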
# Target sequence (P08659 whole entry, looked up): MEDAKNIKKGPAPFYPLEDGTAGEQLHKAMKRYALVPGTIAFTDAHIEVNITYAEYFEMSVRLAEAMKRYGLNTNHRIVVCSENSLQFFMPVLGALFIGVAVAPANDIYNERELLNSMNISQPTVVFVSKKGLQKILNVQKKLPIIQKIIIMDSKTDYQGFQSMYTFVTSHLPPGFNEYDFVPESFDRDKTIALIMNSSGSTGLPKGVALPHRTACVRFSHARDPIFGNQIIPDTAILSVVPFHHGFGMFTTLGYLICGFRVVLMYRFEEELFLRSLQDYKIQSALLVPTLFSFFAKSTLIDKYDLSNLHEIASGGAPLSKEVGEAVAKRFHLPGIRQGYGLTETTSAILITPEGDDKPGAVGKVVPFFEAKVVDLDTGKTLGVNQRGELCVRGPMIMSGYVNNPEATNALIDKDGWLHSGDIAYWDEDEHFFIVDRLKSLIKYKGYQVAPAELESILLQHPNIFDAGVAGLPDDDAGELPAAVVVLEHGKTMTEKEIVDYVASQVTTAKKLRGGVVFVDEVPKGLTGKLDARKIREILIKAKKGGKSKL
#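 Biochemical qHTS of compounds, final roughly 60 µM downward over six points, against 10 nM purified firefly luciferase using Km concentrations of substrates (10 uM D-luciferin, 10 uM ATP) in Tris acetate pH 7.5 buffer; luminescence output.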
# Numbers without * were called inactive; ? = inconclusive; . = not tested or not shown; [ ] = dose if it differs, or a comment. Unless noted, the call rests on the fitted dose curve; in most records, active means well fitted curve in the direction sought with a large enough effect; inconclusive means small, poorly fitted or top-dose-only effect, or another doubt; inactive means no such curve, though single readings can be large; an effect the other way counts as inactive or inconclusive. Potency means the concentration at half of the fitted maximal effect. An excerpt. The share of hits here may be higher or lower than overall.
SMILES,ELG1 genotox,p53 reactivation,Rab9 promoter act,MBNL1-CUG inh,NPC1 promoter act,Gal4-VP16 FLuc,BRCA1 expr act,uPA surface inh,CXXC DNA block,RORg inh,FLuc counter
Cc1ccc(-n2nnc(-c3cnc4ccccc4c3)n2)cc1,1.6µM*,11%,0.32µM*,-3%,0.89µM*,-12%,?,-1%,1%,1%,0.43µM*
O=C(O)c1cc(S(=O)(=O)N2CCN(S(=O)(=O)c3ccccc3)CC2)ccc1Cl,0%,10%,0%,1%,4%,-11%,12%,7%,?,-8%,-2%
CC(=O)c1sc(Nc2nc(C)cc(C)n2)nc1C,14%,-1%,0%[1.84 µM],7%,10%,9%,-28%,-5%,-1%,4%,-8%
COc1ccccc1OCCn1cc(/C=C(\C#N)C(=O)NCc2cccs2)c2ccccc21,-2%,-5%,-4%,.,-5%,-1%,-9%,5%,17%,6%,5%
Cc1ccc(C)c(C(=O)c2ccccc2NC(=O)c2ccccn2)c1,5%,-1%,-2%,-5%,-26%,-9%,-36%,-13%,-6%,-12%,-13%
CC(C)CN(CC(C)C)C(=O)CN1C(=O)NC2(CCCc3ccccc32)C1=O (stereo not drawn),-1%,-4%,6%,-2%,-4%,-2%,-25%,2%,-2%,-1%,1%
Cc1ccc(-c2noc(C3CCCCC3)n2)cc1,?,?,?,-3%,4µM*,14%,10µM*,9%,6%,16%,?
C(=N\Nc1ccc2ccccc2n1)/c1ccc2c(c1)OCO2,?,-3%,0.1µM*,.,0.32µM*,14µM*,?,-10%,78%[activator],8.9µM*,0.19µM*
COc1ccc(/C=C/C(=O)NCCOc2ccccc2OC)cc1,0%,-6%,4%,16%,-4%,-13%,2%,4%,4%,38%,?
COc1ccc(CCNC(=O)C2(C)CCC(=O)N2Cc2ccc(C)cc2)cc1OC (stereo not drawn),0%,3%,9%,-1%,-6%,2%,6%,3%,?,-2%,-1%

# Complete entries, looked up by structure. Values in the order: ELG1 genotox	p53 reactivation	Rab9 promoter act	MBNL1-CUG inh	NPC1 promoter act	Gal4-VP16 FLuc	BRCA1 expr act	uPA surface inh	CXXC DNA block	RORg inh	FLuc counter
# Results for Cc1ccc(-n2nnc(-c3cnc4ccccc4c3)n2)cc1 = 1.6µM*	11%	0.32µM*	-3%	0.89µM*	-12%	?	-1%	1%	1%	0.43µM*
# Results for COc1ccc(CCNC(=O)C2(C)CCC(=O)N2Cc2ccc(C)cc2)cc1OC (stereo not drawn) = 0%	3%	9%	-1%	-6%	2%	6%	3%	?	-2%	-1%

# (further entries)
SMILES,ELG1 genotox,p53 reactivation,Rab9 promoter act,MBNL1-CUG inh,NPC1 promoter act,Gal4-VP16 FLuc,BRCA1 expr act,uPA surface inh,CXXC DNA block,RORg inh,FLuc counter
Cc1c(C(=O)OCC(=O)NCCc2ccc(S(N)(=O)=O)cc2)oc2ccccc12,0%,-8%,-5%,.,-1%,.,6%,-18%,.,.,-1%
O=C(O)C1C2C=CC(C3CC23)C1C(=O)N1CCc2ccccc21 (stereo not drawn),0%,6%,-7%,-9%,-2%,3%,-28%,.,3%,-1%,-1%
O=C(Oc1ccc(N2C(=O)C3C4CCC(C4)C3C2=O)cc1)c1ccco1 (stereo not drawn),1%,-5%,9%,-3%,1%,-4%,3%,-1%,-1%,-24%,-2%
CCN(CC(=O)Nc1c(F)cccc1F)C(=O)c1cnc(C)cn1,-1%,7%,1%,.,-3%,.,-1%,3%,.,.,.
CC(=O)c1c[nH]c(C(=O)NC2CCCCCC2)c1,8%,20%,1%,1%,-3%,0%,2%,-10%,4%,-10%,4%
CCCC(c1nnnn1C(C)(C)C)N1CCN(Cc2ccccc2)CC1 (stereo not drawn),-8%,1%,1%,3%,-5%,7%,-17%,0%,9%,-17%,0%
Cc1cc(C)nc(NC(=O)c2ccc(OC(C)C)cc2)n1,8%,2%,13%,-1%,18%,8%,21%,-2%,-1%,42%,-16%
NC(=O)c1c(NC(=O)c2cccnc2)sc2c1CCCCC2,?,.,2.5µM*,-6%,2.2µM*,18%,46%,-8%,22%,?,1.7µM*
COc1ccc(-n2c(Cc3cccn3C)nnc2SCC(=O)N2CCCC2)cc1,2%,5%,4%,-5%,-1%,-6%,-13%,2%,9%,-10%,-2%
CCn1ncc(Br)c1C(=O)NC1CCCCCCC1,-2%,4%,-5%,5%,0%,-6%,-2%,2%,9%,-2%,4%
O=C(Nc1ccc2c(c1)OCO2)c1ccc(Cl)cc1Cl,6%,3%,-3%,-1%,0%,-5%,?,-15%,5%,31%,-2%
CC(=O)N1CCN(C(=O)c2ccccc2NS(=O)(=O)c2ccc(F)cc2)CC1,-1%,-4%,1%,.,-1%,.,7%,-6%,.,.,3%
CCCN(CCC)C(C(=O)Nc1cccc(OC)c1)c1ccccc1 (stereo not drawn),1%,2%,-2%,-3%,-2%,15%,-33%,.,1%,-8%,-6%
O=C(C1CCCO1)N(c1cccc(Cl)c1)C1C=CS(=O)(=O)C1 (stereo not drawn),2%,-10%,-5%,1%,-1%,-9%,-4%,1%,-1%,16%,2%
CSCCCNC(=S)N1CCN(c2ccc(C(C)=O)cc2)CC1,-1%,0%,-26%,-9%,0%,14%,0%,-6%,-2%,36%,-1%
CCCC(C)C(=O)Nc1ccc(S(=O)(=O)Nc2nccs2)cc1 (stereo not drawn),-1%,-2%,2%,-2%,-6%,-4%,0%,1%,4%,-23%,-1%
CC1=C(C#N)c2nc(N)c(C#N)c(C)c2/C1=C\c1ccc(C)cc1,-5%,0%,-10%,?,-8%,?,.,.,-7%,2%,-14%
CCN(CC)S(=O)(=O)c1cc(NC(=O)c2n[nH]c(=O)c3ccccc23)ccc1C,-12%,0%,?,2%,6%,?,1%,17%,2%,18%,24µM*
Cc1ccccc1OCC(O)Cn1c(Br)nc2c1c(=O)[nH]c(=O)n2C (stereo not drawn),-6%,0%,3%,.,0%,6%,-16%,-7%,-11%,-4%,-1%
O=C(NC(=S)Nc1ccc(N2CCCC2)cc1)c1ccc(F)cc1,-3%,-2%,0%,-2%,0%,5.6µM*,-20%,1%,-6%,2.5µM*,-11%

# The list goes on; it opens with the four that closed the last part.
SMILES,ELG1 genotox,p53 reactivation,Rab9 promoter act,MBNL1-CUG inh,NPC1 promoter act,Gal4-VP16 FLuc,BRCA1 expr act,uPA surface inh,CXXC DNA block,RORg inh,FLuc counter
CC1=C(C#N)c2nc(N)c(C#N)c(C)c2/C1=C\c1ccc(C)cc1,-5%,0%,-10%,?,-8%,?,.,.,-7%,2%,-14%
CCN(CC)S(=O)(=O)c1cc(NC(=O)c2n[nH]c(=O)c3ccccc23)ccc1C,-12%,0%,?,2%,6%,?,1%,17%,2%,18%,24µM*
Cc1ccccc1OCC(O)Cn1c(Br)nc2c1c(=O)[nH]c(=O)n2C (stereo not drawn),-6%,0%,3%,.,0%,6%,-16%,-7%,-11%,-4%,-1%
O=C(NC(=S)Nc1ccc(N2CCCC2)cc1)c1ccc(F)cc1,-3%,-2%,0%,-2%,0%,5.6µM*,-20%,1%,-6%,2.5µM*,-11%
S=C(Nc1ccc2nccnc2c1)N1CCOCC1,6%,4%,15%,?,3%,?,3%,-2%,13%,4%,?
CC(C)=C(NC(=O)c1ccccc1)C(N)=O,0%,0%,0%,-2%,-4%,4%,26%,3%,-9%,16%,0%
Cc1[nH]c2ccccc2c1Cc1nnc(SCC(=O)NCc2ccco2)o1,2%,-2%,-5%,-3%,0%,-7%,0%,-3%,5%,-2%,1%
COC(=O)c1sc(NC(=O)c2cc(-c3ccccc3)nc3ccccc23)c(C#N)c1C,-3%,3%,-30%,4%,-33%[inhibitor],-14%,-65%,-12%,-1%,16%,?
CCOCCCN1CN(S(=O)(=O)c2ccc(Cl)cc2)c2nc3ccccc3nc21,2%,8%,2%,17%,-5%,4%,22%,2%,-4%,22%,-1%

# Rab9 promoter act: what is marked active above
compound | p53 reactivation | Rab9 promoter act | NPC1 promoter act | uPA surface inh | CXXC DNA block | RORg inh
Cc1ccc(-n2nnc(-c3cnc4ccccc4c3)n2)cc1 | 11% | 0.32µM* | 0.89µM* | -1% | 1% | 1%
C(=N\Nc1ccc2ccccc2n1)/c1ccc2c(c1)OCO2 | -3% | 0.1µM* | 0.32µM* | -10% | 78%[activator] | 8.9µM*
NC(=O)c1c(NC(=O)c2cccnc2)sc2c1CCCCC2 | . | 2.5µM* | 2.2µM* | -8% | 22% | ?
